Spn MK inh: inhibitors of Streptococcus pneumoniae mevalonate kinase | inhibition, % at 10 µM | purified MK, PK/LDH-coupled NADH absorbance 340 nm | 65,000 tested, 0.48% active;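 active means ranked among the strongest by inhibition in the single 10 µM screen, a fixed top-ranked set picked for dose follow-up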; further: no value below 0 was filed
Bfl-1 inhibitors: displacement of Bid BH3 peptide from Bfl-1 – biochemical, fluorescence polarization, FITC-Bid, mouse, primary screen (AID 432). FITC-Bid BH3 peptide fluorescence polarization displacement; higher % means a stronger effect. one-dose displacement, % at 20 µM; IC50 in µM for titrated hits. 64,000 tested, 0.02% active; in the data active means a potency from the dose series; inactive means the rest, 99 in 100 with displacement below about 15%; further: strong numbers were not always called active
HPDE-C7K KRASV12: viability loss of HPDE-C7K cells – cell-based, fluorescence, HTS, primary screen (AID 431) | cytotoxicity, % at 10 µM, or EC50 in µM where a hit was titrated | HPDE-C7K KRASV12 cells, Alamar Blue viability, 48 h; higher % means a stronger effect | 63,000 tested, 1.7% active;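 active means compounds whose percent cytotoxicity in the single-dose primary screen, scaled between solvent and toxic-drug controls, exceeds 50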;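 further: 0% = DMSO solvent wells and 100% = doxorubicin-treated wells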
LYP inhibition: inhibition of human PTPN22 tyrosine phosphatase – biochemical, DiFMUP fluorescence, recombinant catalytic domain, 10 µM, primary screen (AID 606); recombinant LYP catalytic domain, DiFMUP fluorescence; higher % means a stronger effect; inhibition, % at 10 µM, or IC50 in µM where a hit was titrated; 52,000 tested, under 10 active;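 active means IC50 under 40 µM in the dose-response test; inactive means IC50 of 40 µM or more, or never dose-tested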
Spn PMK inh: S. pneumoniae PMK inhibition | purified PMK, PK/LDH-coupled NADH absorbance 340 nm | inhibition, % at 10 µM | 65,000 tested, 0.49% active;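 active means top-ranked compounds by inhibition in the single 10 µM screen, taking a fixed number of the strongest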;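 further: 0% = full reaction with DMSO carrier and 100% = background rate without enzyme reaction; no value below 0 was filed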
Alkaline phosphatase: inhibition of tissue-nonspecific alkaline phosphatase – biochemical, luminescent (AID 518). purified TNAP enzyme, luminescent substrate readout; higher % means a stronger effect. one-dose inhibition, % at 20 µM; IC50 in µM for titrated hits. 64,000 tested, 0.09% active; in the data active means a potency from the dose series; inactive means the rest, 99 in 100 with inhibition below about 22%;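 further: plate controls were vehicle for no effect and reference inhibitor for full effect; many of its hits are not listed in these tables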
HT1080 viability: HT1080 cell viability loss – fluorescence readout (AID 620). HT1080 viability, fluorescence; higher % means a stronger effect. cytotoxicity, % at 10 µM, or EC50 in µM where a hit was titrated. 87,000 tested, 0.42% active;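 further: cells exposed to compound overnight then 4 h with Alamar Blue; 0% = vehicle DMSO and 100% = killing control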
HPDE-C7 cytotoxicity: cytotoxicity in HPDE-C7 cells, cell-based, fluorescence, HTS (AID 430). cytotoxicity, % at 10 µM; hits with a dose series show EC50 in µM. HPDE-C7 pancreatic duct cells viability, fluorescence; higher % means a stronger effect. 63,000 tested, 1.8% active;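 further: cells exposed to compound for 48 hours before viability readout; 0% = vehicle and 100% = reference cytotoxic drug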
Spn DPM-DC inh: blocks S. pneumoniae diphosphomevalonate decarboxylase; purified DPM-DC, PK/LDH coupled NADH fluorescence; calls only at 10 µM; 65,000 tested, 0.49% active; AID 556;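 active means the 320 compounds with the highest percent inhibition in the single-dose primary screen, excluding strongly autofluorescent ones, cut at about 32% in these data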;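 further: kinetic rate of NADH fluorescence loss reporting ADP formed by the decarboxylase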
Spn PMK inh pilot replicates: further read-out of Spn PMK inh, marked with its call; inhibition, %; measured here: pilot screen replicates
Spn MK inh pilot replicates: further read-out of Spn MK inh, marked with its call; inhibition, %; measured here: pilot screen replicates
Spn DPM-DC inh pilot screen %: also measured in Spn DPM-DC inh; calls as there; inhibition, %; measured here: pilot screen trials
* hit, by the source's call; i = inactive; / = not tested or not shown; + = active, no number. Unless noted, no stated cut-off is given here; in the data, active means cytotoxicity above about 50%; inactive means the rest.

SMILES	Spn MK inh	Bfl-1 inhibitors	HPDE-C7K KRASV12	LYP inhibition	Spn PMK inh	Alkaline phosphatase	HT1080 viability	HPDE-C7 cytotoxicity	Spn DPM-DC inh	others
CN1C(=O)N(c2ccccc2)C(Nc2nncs2)C1(C)C (stereo not drawn)	4	-8%	-9%	/	4	7%	11%	-5%	i
Cc1ccc(/C=N/n2nnnc2N)o1	7	3%	2%	3%	0	16%	-1%	6%	i	Spn PMK inh pilot replicates=1.5;Spn MK inh pilot replicates=1.0;Spn DPM-DC inh pilot screen %=5.0
COC(=O)c1cc2occc2n1CC(=O)Nc1ccc(OC)c(OC)c1OC	22	1%	-12%	11%	0	7%	/	-15%	+
CC12CCC(=O)N1C(C(=O)Nc1cccc3ccccc13)CS2 (stereo not drawn)	11	-10%	-15%	/	9	7%	-3%	-3%	i
N#CC1=C(N)Oc2cc(O)ccc2C1c1ccccc1 (stereo not drawn)	3	9%	2%	6%	3	17%	-1%	-11%	i
N#Cc1nc(COc2ccc(-c3ccccc3)cc2)oc1NCc1cccnc1	9	0%	83%*	7%	17	9%	2%	62%*	i
COc1cc(CC(=O)Nc2nccs2)cc(OC)c1OC	3	13%	-18%	/	7	-10%	8%	-20%	i
CCOc1cc2c(cc1OCC)C(c1cc(OC)c(O)c(OC)c1)NCC2 (stereo not drawn)	4	0%	-12%	10%	17	5%	0%	-5%	i
CCOC(=O)N1CCN(C(=O)c2cnn(-c3ccccc3)c2NC(=O)c2ccccc2F)CC1	2	-3%	-5%	5%	7	9%	2%	-19%	i	Spn PMK inh pilot replicates=1.0;Spn MK inh pilot replicates=0.5;Spn DPM-DC inh pilot screen %=5.5
COC(=O)Nc1ccccc1C(=O)N1CCCCC1	0	1%	14%	/	8	16%	1%	-3%	i	Spn PMK inh pilot replicates=0.0;Spn MK inh pilot replicates=0.0;Spn DPM-DC inh pilot screen %=0.0
CC(C)OCP(=O)(c1ccccc1)c1ccccc1	7	1%	-4%	12%	0	11%	2%	-5%	i
COc1ccc(OCCCC(=O)Nc2ccc3c(c2)OCCO3)cc1	0	-2%	12%	8%	0	23%	0%	-7%	i	Spn PMK inh pilot replicates=1.0;Spn MK inh pilot replicates=0.0;Spn DPM-DC inh pilot screen %=0.0
O=C(Nc1ccc(N2CCOCC2)c(Cl)c1)c1cccc(F)c1	4	-3%	31%	0%	5	6%	23%	16%	i
Cc1cc2ncn(C3CC(=O)N(Cc4ccccc4)C3=O)c2cc1C (stereo not drawn)	5	1%	-3%	4%	0	7%	13%	-7%	i
CC(C)OC(=O)c1ccc(N2C(=O)C3CC=CCC3C2=O)cc1 (stereo not drawn)	9	-1%	-17%	13%	7	4%	-5%	-6%	i
COc1cc2cc(C)c3nnc(SCC(N)=O)n3c2cc1OC	5	-2%	8%	/	13	12%	7%	0%	i
CCOC(=O)c1[nH]c2cc3c(cc2c1CCCN1C(=O)c2ccccc2C1=O)OCCO3	10	-2%	25%	/	13	9%	13%	22%	i
O=C(CC1SC2=NCCN2C1=O)Nc1ccc(Cl)cc1 (stereo not drawn)	8	-10%	-6%	6%	6	3%	2%	-4%	i
CCCSc1nc2c(cnn2-c2ccc(C)cc2)c(=O)[nH]1	1	2%	16%	-5%	0	18%	5%	15%	i	Spn PMK inh pilot replicates=3.5;Spn MK inh pilot replicates=1.5;Spn DPM-DC inh pilot screen %=0.0
Cc1cnc(NC(=O)CSc2nnc(Cc3ccccc3)n2C)s1	2	0%	9%	7%	5	14%	2%	-3%	i
CCOC(=O)C1(C(F)(F)F)N=C(N(C)C)OC(N(C)C)=N1	0	1%	7%	/	16	8%	32%	-5%	i
COc1cc(C(=O)OCC(=O)NC2CCCC2)cc(NC(=O)c2ccco2)c1OC	0	-5%	1%	/	7	2%	-8%	6%	i
Cc1ccc(-c2noc(-c3cccs3)n2)cc1	4	-7%	0%	-19%	0	9%	-11%	1%	i
Cc1cc(CC(=O)O)c(C)cc1CC(=O)O	8	1%	-1%	-1%	0	6%	3%	12%	i
COc1ccccc1NC(=O)c1ccccc1SC	8	-8%	13%	-3%	7	5%	-4%	10%	i

Reprinted at random: 4 records from the list, in no set order.
SMILES	Spn MK inh	Bfl-1 inhibitors	HPDE-C7K KRASV12	LYP inhibition	Spn PMK inh	Alkaline phosphatase	HT1080 viability	HPDE-C7 cytotoxicity	Spn DPM-DC inh	others
CC(C)OCP(=O)(c1ccccc1)c1ccccc1	7	1%	-4%	12%	0	11%	2%	-5%	i
COc1cc2cc(C)c3nnc(SCC(N)=O)n3c2cc1OC	5	-2%	8%	/	13	12%	7%	0%	i
COc1cc(C(=O)OCC(=O)NC2CCCC2)cc(NC(=O)c2ccco2)c1OC	0	-5%	1%	/	7	2%	-8%	6%	i
COc1ccccc1NC(=O)c1ccccc1SC	8	-8%	13%	-3%	7	5%	-4%	10%	i

(list continues)
SMILES	Spn MK inh	Bfl-1 inhibitors	HPDE-C7K KRASV12	LYP inhibition	Spn PMK inh	Alkaline phosphatase	HT1080 viability	HPDE-C7 cytotoxicity	Spn DPM-DC inh	others
Cc1ccc(-c2nnc(CSc3nnc(C)s3)o2)cc1	2	0%	-14%	/	21	1%	-2%	-12%	i
CCN1C(=O)c2ccccc2S(=O)(=O)c2ccc(C(=O)NCc3cccnc3)cc21	2	4%	-1%	-3%	0	16%	-3%	0%	i	Spn PMK inh pilot replicates=0.0;Spn MK inh pilot replicates=0.0;Spn DPM-DC inh pilot screen %=0.0
O=C(c1ccco1)N1CCN(C(=O)c2snc3ccc(Cl)cc23)CC1	0	-2%	48%	-3%	13	1%	3%	8%	i
CCOC(=O)C1CCN(C(=O)c2ccc(OCC)c(OCC)c2)CC1	9	-2%	-11%	-1%	12	16%	20%	-24%	i
Cc1ccnc(NC2c3ccccc3C(=O)N2Cc2ccccc2Cl)c1 (stereo not drawn)	3	0%	-20%	1%	3	2%	-2%	-25%	i
CCC(=O)Nc1cc(NC(=O)CSc2ncc(-c3ccc(F)cc3)n2Cc2ccco2)ccc1C	6	-2%	3%	6%	1	5%	-6%	4%	i
COc1ccc(CNC(=O)C2CCCN(S(=O)(=O)c3cc(C)ccc3OC)C2)cc1 (stereo not drawn)	7	-5%	-12%	14%	6	-10%	-4%	-11%	i
COc1ccc(NC(=O)C23CCC(C)(C(=O)O2)C3(C)C)cc1 (stereo not drawn)	10	-5%	-9%	-2%	4	6%	0%	-12%	i
O=C(C(c1ccccc1)c1ccccc1)N1CCN(Cc2ccncc2)CC1	34	1%	-2%	1%	4	10%	1%	-6%	i
Cc1nnc(SCC(=O)N2CCN(S(=O)(=O)c3ccccc3)CC2)n1Cc1ccccc1	5	0%	2%	12%	8	16%	-1%	6%	i
Cc1cc2c(=O)n(NC(N)=O)c(C)nc2s1	9	-5%	-6%	7%	3	0%	20%	9%	i
Cc1oc2cc(OCC(=O)O)ccc2c(=O)c1Oc1ccccc1	5	-5%	-1%	/	0	5%	/	-12%	i
CCN(CC)CCSc1nc(O)c(C(C)C)c(=O)[nH]1	2	-3%	0%	1%	25*	10%	/	-6%	i
CC(=O)c1sc(NC(=O)CN2C(=O)CCC2=O)nc1C	5	/	/	5%	10	/	-3%	/	i
Cc1[nH]nc2c1C1(CCN(C(=O)c3ccccc3)CC1)C(C#N)=C(N)O2	4	-1%	-8%	-3%	1	8%	4%	-19%	i	Spn PMK inh pilot replicates=1.5;Spn MK inh pilot replicates=2.5;Spn DPM-DC inh pilot screen %=7.5
CCCCn1c(SCC(=O)Nc2ccc3c(c2)OCO3)nc2c1c(=O)n(C)c(=O)n2C	6	1%	-9%	-17%	16	9%	10%	-1%	i
CN1C(=O)C(O)(C2COC(C)(C)CC2=O)c2ccccc21 (stereo not drawn)	5	1%	-38%	-4%	7	6%	-34%	-24%	i
CCCCc1nc2ccccc2c(=O)n1NC(=O)c1c(O)c2c(n(CC(C)C)c1=O)CCCC2	7	-9%	-7%	11%	4	7%	-3%	3%	i
Cn1c(NCc2ccco2)nc2c1c(=O)n(Cc1ccc(Br)cc1)c(=O)n2C	9	-2%	3%	10%	6	4%	5%	3%	i
COC(=O)Cn1c(CN2CCN(c3ccc(F)cc3)CC2)nc2c1c(=O)n(C)c(=O)n2C	1	0%	1%	1%	1	-1%	3%	-15%	i
COCCNc1oc(-c2ccc(F)cc2)nc1C#N	0	-6%	-14%	5%	5	10%	-7%	-6%	/
C=C(C)CSc1nc(N)cc(=O)[nH]1	4	-3%	2%	/	5	12%	-4%	5%	i
CS(=O)(=O)N1CCN(C(=O)c2cccnc2)CC1	0	-5%	-9%	/	14	-1%	-14%	0%	i
Cc1ccc2[nH]c3c(=O)n(CCCN4CCOCC4)cnc3c2c1	10	2%	5%	5%	0	11%	-2%	-2%	i
O=C(NCc1ccc2c(c1)OCO2)c1ccc2c(c1)C(=O)N(Cc1cccnc1)C2=O	0	-1%	0%	-1%	0	-1%	0%	2%	i
(further entries)
SMILES	Spn MK inh	Bfl-1 inhibitors	HPDE-C7K KRASV12	LYP inhibition	Spn PMK inh	Alkaline phosphatase	HT1080 viability	HPDE-C7 cytotoxicity	Spn DPM-DC inh	others
O=C(CN1CCC(n2nnc3ccccc32)CC1)Nc1ccc2c(c1)CCC2	6	2%	13%	8%	0	10%	1%	10%	i	Spn PMK inh pilot replicates=6.0;Spn MK inh pilot replicates=0.0;Spn DPM-DC inh pilot screen %=3.0
COc1ccc(OC)c(S(=O)(=O)n2cccn2)c1	4	-4%	11%	/	15	10%	7%	1%	i
Cc1ccc(-c2oc3ccccc3c(=O)c2O)cc1	7	-4%	1%	-10%	8	1%	2%	5%	i	Spn PMK inh pilot replicates=1.5;Spn MK inh pilot replicates=0.0;Spn DPM-DC inh pilot screen %=2.0
O=C(CSc1nnc(-c2ccco2)o1)NCC(=O)c1ccccc1	0	0%	-3%	6%	0	8%	3%	-5%	i
Cc1sc(NC(=O)COc2cccc(-n3cnnn3)c2)c(C#N)c1C	0	-4%	-4%	9%	8	4%	-6%	-19%	i
CCOc1ccc2nc(NC(=O)c3cnccn3)sc2c1	13	0%	-3%	/	8	-6%	24%	6%	i
O/N=C1/CCc2cccc3cccc1c23	5	10%	11%	-8%	11	23%	14%	2%	i
O=C(CSc1nnc(-c2ccc(F)cc2)o1)Nc1ccc(S(=O)(=O)N2CCCCCC2)cc1	2	-12%	-17%	/	2	13%	-3%	-32%	i
COc1ccc(CN2CCC(C(=O)N(C)CCc3ccc(OC)c(OC)c3)CC2)c(OC)c1	0	-4%	1%	/	19	14%	/	-2%	i
CC1=C(C(=O)N2CCOCC2)C(c2ccccc2F)C2=C(CC(C)(C)CC2=O)N1 (stereo not drawn)	1	5%	-9%	3%	7	6%	2%	2%	/
Cc1nc2c(C(=O)NCc3ccc4c(c3)OCO4)c[nH]n2c(=O)c1Cc1ccccc1F	0	-12%	12µM*	13%	0	4%	2%	9.7µM*	i
COc1ccc(CC(=O)N2CCN(c3ccccn3)CC2)cc1OC	0	0%	-14%	10%	12	0%	2%	-7%	i
O=C(c1ccccc1)N1CCN(C2CC3CCC2C3)CC1 (stereo not drawn)	4	-3%	-19%	/	5	0%	0%	-12%	i
COc1ccc(S(=O)(=O)NCCc2ccc(F)cc2)cc1	8	3%	-1%	8%	0	14%	7%	3%	i

Screening data from PubChem BioAssay.
